PME-1 primary – blocks human protein phosphatase methylesterase 1; Q9Y570; recombinant PME-1, FP-Rh probe fluorescence polarization; inhibition, % at 5.9 µM; 320,000 compounds, 0.53% hits; AID 2130;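 active = inhibition above the campaign mean of all compounds plus 3 SD, cut at about 26% in these data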;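 note: competitive labeling of PME-1 active site by serine hydrolase directed probe; 0% = PME-1 with DMSO and 100% = wells lacking PME-1 enzyme; inhibitors block probe labeling so polarization falls and inhibition rises; many of its hits are not listed in these tables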
Target sequence (Q9Y570 whole entry, looked up): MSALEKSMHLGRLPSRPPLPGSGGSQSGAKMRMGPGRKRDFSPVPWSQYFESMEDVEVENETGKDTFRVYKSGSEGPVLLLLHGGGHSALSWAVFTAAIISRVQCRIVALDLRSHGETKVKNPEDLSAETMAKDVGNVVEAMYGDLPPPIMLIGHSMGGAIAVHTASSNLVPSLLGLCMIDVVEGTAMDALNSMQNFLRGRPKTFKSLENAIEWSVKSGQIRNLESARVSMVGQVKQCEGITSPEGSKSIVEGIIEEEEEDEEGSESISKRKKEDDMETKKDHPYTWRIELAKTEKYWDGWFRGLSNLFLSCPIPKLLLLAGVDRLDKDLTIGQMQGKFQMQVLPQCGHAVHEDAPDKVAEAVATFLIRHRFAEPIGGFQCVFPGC
PAFAH1B2 FP inh – PAFAH1B2 (human) inhibition | recombinant PAFAH1B2, FP-rhodamine activity probe, fluorescence polarization | inhibition, % at 3.39 µM | 340,000 compounds, 1.2% hits | AID 492953;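 active = inhibition above the mean of all tested compounds plus 3 SD, cut at about 24% in these data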;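 note: 0% = enzyme with DMSO and 100% = wells lacking PAFAH1B2; many of its hits are not listed in these tables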
Target sequence (P68402 whole entry, looked up): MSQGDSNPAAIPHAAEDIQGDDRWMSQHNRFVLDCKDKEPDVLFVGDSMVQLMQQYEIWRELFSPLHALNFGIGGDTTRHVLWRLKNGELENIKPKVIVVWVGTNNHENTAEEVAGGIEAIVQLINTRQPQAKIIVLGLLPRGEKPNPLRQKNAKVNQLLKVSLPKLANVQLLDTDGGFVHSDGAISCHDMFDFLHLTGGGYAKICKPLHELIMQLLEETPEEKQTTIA
pPAFAH FP inh – inhibitors of human plasma PAF acetylhydrolase (pPAFAH) | Q13093 | recombinant pPAFAH, FP-rhodamine probe fluorescence polarization | inhibition, % at 3.39 µM | 330,000 compounds, 1.5% hits;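 active = inhibition above the mean inhibition across the screen plus 3 SD, cut at about 25% in these data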;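 note: inhibitors block binding of the rhodamine activity-based probe so polarization drops; 0% = enzyme with DMSO and 100% = wells lacking pPAFAH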
PAFAH1B3 inh – PAFAH1B3 (human) inhibition; Q15102; recombinant PAFAH1B3, FP-rhodamine probe, fluorescence polarization; inhibition, % at 3.39 µM; 340,000 compounds, 0.28% hits; AID 492972;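 active = inhibition above the screen-wide average of all tested compounds plus 3 SD, cut at about 25% in these data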;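 note: 0% = enzyme with DMSO only and 100% = wells lacking PAFAH1B3 protein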
LYPLA1 counter – counter-screen for PME1 inhibitors: inhibitors of human LYPLA1; O75608; recombinant LYPLA1, FP-Rh probe fluorescence polarization; inhibition, % at 5.9 µM; 320,000 compounds, 0.16% hits; AID 2174;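 active = inhibition above the mean of all tested compounds plus 3 SD, set per campaign, cut at about 14% in these data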;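 note: inhibitors block serine hydrolase probe labeling of LYPLA1 so polarization falls; 0% = enzyme with DMSO and 100% = wells lacking LYPLA1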
PAD4 inh – inhibitors of human PAD4. Q9UM07. 330,000 compounds, 0.41% hits. inhibition, % at 6.36 µM. recombinant PAD4, RCA probe fluorescence polarization;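 active = percent inhibition above a cutoff equal to the mean of all tested compounds plus 3 SD, cut at about 15% in these data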;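 note: 0% = PAD4 with RCA probe and DMSO and 100% = probe without PAD4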
PAFAH2 FP inh – PAFAH2 (human) inhibition. Q99487. recombinant PAFAH2, FP-rhodamine activity probe, fluorescence polarization. inhibition, % at 3.39 µM. 340,000 compounds, 0.99% hits. AID 492956;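 active = inhibition above the mean over all tested compounds plus 3 SD, cut at about 30% in these data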;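 note: inhibitors block probe labeling of enzyme so polarization drops; 0% = enzyme with DMSO and 100% = wells lacking PAFAH2 protein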
Fam108B inh – Fam108B inhibition, counter-screen for RBBP9 inhibitors. inhibition, % at 9.51 µM. 300,000 compounds, 0.33% hits. recombinant Fam108B, FP-Rh probe fluorescence polarization;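 active = inhibition above the screen mean inhibition plus 3 SD, computed separately per campaign, cut at about 18% in these data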;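 note: inhibitors lower polarization as less probe binds the enzyme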
GSTO1 inh – GSTO1 inhibition, counter-screen for RBBP9 inhibitors. P78417. recombinant GSTO1, activity-based probe fluorescence polarization. inhibition, % at 5.96 µM. 300,000 compounds, 1.1% hits. AID 1974;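 active = inhibition above the campaign mean inhibition plus 3 SD, cut at about 35% in these data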;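 note: 0% = GSTO1-1 with DMSO and 100% = wells lacking GSTO1-1 enzyme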
Target sequence (P78417 whole entry, looked up): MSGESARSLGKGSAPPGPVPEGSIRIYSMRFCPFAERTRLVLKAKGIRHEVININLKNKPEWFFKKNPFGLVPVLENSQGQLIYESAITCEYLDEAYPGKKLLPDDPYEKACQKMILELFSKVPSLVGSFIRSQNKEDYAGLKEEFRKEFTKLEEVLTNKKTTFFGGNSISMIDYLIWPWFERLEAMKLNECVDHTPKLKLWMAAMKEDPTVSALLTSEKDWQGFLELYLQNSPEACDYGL
Active calls of the source: *; · = no result given. The list is partial; rates above refer to the full screens.

no.	Structure	PME-1 primary	PAFAH1B2 FP inh	pPAFAH FP inh	PAFAH1B3 inh	LYPLA1 counter	PAD4 inh	PAFAH2 FP inh	Fam108B inh	GSTO1 inh
1	CS(=O)(=O)c1ccc(C(=O)OCC(=O)NCc2cccs2)cc1[N+](=O)[O-]	·	-3	36*	8	·	-1	38*	·	·
2	COc1ccc(C(=O)C(C)OC(=O)CN2C(=O)c3ccccc3C2=O)cc1 (centres undefined)	·	2	-1	0	·	4	-1	·	·
3	COc1ccc(NC(=O)C23CCC(C)(C(=O)O2)C3(C)C)cc1 (centres undefined)	-10	3	-6	11	1	2	1	3	10
4	COC(=O)CSc1nc2ccccc2nc1SCC(=O)OC	-1	-4	4	-3	2	-3	-11	-3	6
5	O=C(O)CS(=O)(=O)c1ccc(C(F)(F)F)cn1	-1	4	5	3	1	0	0	-2	-1
6	CC(NC(=O)COC(=O)c1cn(-c2ccccc2)nc1-c1cccs1)c1ccccc1 (centres undefined)	-38	-14	-4	-14	-27	-1	-32	-39	-14
7	CCN(Cc1nc(-c2ccccc2)no1)C(=O)c1ccoc1C	0	7	1	12	-3	-4	11	1	2
8	Cc1nc2sc(C(c3cccc(F)c3)N3CCC(O)CC3)c(O)n2n1 (centres undefined)	-3	2	-1	12	2	2	9	1	7
9	CN(C(=O)c1cccc(N2C(=O)C3CC=CCC3C2=O)c1)C1CCCCC1 (centres undefined)	-2	2	0	1	1	-8	0	-3	0
10	O=C(Nc1ccccc1)N1CCc2ccccc2C1	0	1	1	3	-4	1	-1	0	-4
11	CCCN1CCN(CCCNC(=O)c2ccc(CS(=O)c3ccccc3C)o2)CC1 (centres undefined)	6	-6	0	1	0	3	4	0	-5
12	COc1ccc(OC)c(C(O)c2coc3ccc(O)c(CN4CCOCC4)c23)c1 (centres undefined)	2	5	-1	0	-3	0	11	1	13
13	c1ccc(Oc2c3ccccc3nc3ccccc23)cc1	1	·	3	·	-4	-1	·	-4	-2
14	CC[C@@]12C(=O)N(c3cccc(F)c3)C(=O)N1[C@H](c1ccc(Cl)cc1)[C@@H]1C(=O)N(C3CCCCC3)C(=O)[C@@H]12	3	8	-1	-2	-2	4	2	-4	-4
15	Cc1ccc(S(=O)(=O)Nc2c(C)cc(C)nc2Cl)cc1	-4	4	0	8	0	5	2	0	4
16	COc1ccc(OCC(=O)Nc2ccc(N3CCN(C(=O)c4ccco4)CC3)cc2)cc1	-6	2	7	3	2	0	4	0	-4
17	CC1CCN(C(=O)c2cc3ccccc3o2)CC1	-7	5	-1	6	0	5	2	4	12
18	COCCn1c(C)cc(C(=O)COC(=O)c2n[nH]c3ccccc23)c1C	-1	6	-4	4	2	-1	5	-3	-2
19	O=C(O)CSc1ccnc2cc(Cl)ccc12	-1	1	-2	9	-1	3	2	3	4
20	COc1ccccc1C1=NOC(C)(c2nnc(Cc3ccccc3)o2)C1 (centres undefined)	2	6	0	9	-3	-1	-6	0	5
21	CC(=O)OCN(C#N)c1nc(N(C)C)nc(N(C)C)n1	0	2	2	0	-4	2	-2	2	2
22	CCNc1nc(NCC)nc(OCC(=O)O)n1	-3	-3	-1	0	1	4	-4	1	-1
23	Cc1cc(NC(=O)CSc2nc(=O)n(CCCN(C)C)c3c2CCCC3)no1	2	3	-1	6	-4	1	-1	4	6
24	COc1ccc(C(=O)C2CCCN(C(=O)c3cc(C4CC4)[nH]n3)C2)c(C)c1 (centres undefined)	2	-2	0	5	0	-3	7	0	5
25	COc1cc(CN2CCN(Cc3cn(C)c4ccccc34)CC2CCO)cc(OC)c1 (centres undefined)	3	6	-2	-3	0	2	1	0	6
26	O=C(CNC(=O)c1cccs1)N/N=C/c1ccccc1[N+](=O)[O-]	1	7	3	10	8	0	1	-3	4
27	O=C(NC1CCCC1)C(c1ccccc1F)N(C(=O)c1csnn1)C1CC1 (centres undefined)	-4	3	4	-7	0	-1	11	0	-3
28	Cc1[nH]c(=O)[nH]c(=O)c1S(=O)(=O)N1CCCCC1	-3	-1	8	2	-3	2	-6	0	0
29	Cc1oc2c(O)c(O)ccc2c(=O)c1-c1ccc(Cl)cc1	-5	5	30*	22	-3	3	23	5	19
30	COc1ccccc1NC(=O)CSc1nnc(CC(=O)Nc2ccccc2F)n1C	-9	0	-6	7	-3	-7	-1	-1	0
31	CC(C)(C)c1ccc(OCCCCCCN2CCNCC2)cc1	-2	1	-5	1	0	4	3	-1	-6
32	CCCNC(=O)COC(=O)c1[nH]c(C)c(C(=O)OCC)c1C	4	7	-1	-2	-2	0	2	-1	4
33	Cc1cc(C)cc(OCC(=O)N2Cc3ccccc3CC2C(=O)O)c1 (centres undefined)	-3	-2	2	14	-4	0	7	4	19
34	Cc1oc(=O)c(NC(=O)c2ccccc2)cc1C(=O)c1ccccc1	-1	2	6	2	1	0	17	2	0
35	CCOC(=O)c1ccc(N2C(=O)CC(N(C)Cc3ccccc3)C2=O)cc1 (centres undefined)	3	0	4	4	0	-4	1	4	-3
36	Cc1ccccc1S(=O)(=O)NC1=NCCCCC1	0	3	-6	6	-4	3	1	5	7
37	CCc1cc2c(=O)nc3n(c2s1)Cc1ccccc1/C3=C(/O)c1ccccc1Cl	-1	5	2	2	-1	-3	16	-7	1
38	CCOC(=O)C(NC(=O)Nc1ccccc1)(OCC)C(F)(F)F (centres undefined)	-1	4	0	2	0	-6	0	-2	-5
39	COC(=O)c1[nH]c2ccc(F)cc2c1NS(=O)(=O)c1ccc(OC)cc1	0	3	5	-9	-3	-3	1	3	-5
40	Cc1ccc(C)c(NC(=O)CC2Oc3ccccc3NC2=O)c1 (centres undefined)	-3	8	1	0	1	0	1	4	-8
41	CCOC(=O)C1(Cc2ccc(Cl)cc2)CCN(C(C)Cc2ccc(O)c(OC)c2)CC1 (centres undefined)	-3	-1	2	0	2	0	-2	-1	2
42	C=CCOc1cccc(CNc2ccc3[nH]c(=O)[nH]c3c2)c1	-2	3	4	1	4	-2	-4	2	2
43	CCC(C)NC(=O)COc1ccccc1[N+](=O)[O-] (centres undefined)	-13	0	9	-2	2	4	-5	4	1
44	O=C(Nc1ncc(Cl)cc1Cl)c1c(F)cccc1Cl	-2	1	-3	2	-3	-3	3	0	7
45	Cc1nn(-c2ccccc2)c(C)c1NC(=O)COC(=O)c1ccc(Cl)c(N)c1	-2	3	28*	8	3	0	27	0	1
46	O=C(c1nc2ccccn2c1CNCCCn1ncc2ccccc21)N1CCCC1	3	-3	-2	0	3	0	1	1	-1
47	C=CCC1(C#N)C(=S)NC2=C(C(=O)CC(C)(C)C2)C1c1ccc(Br)cc1 (centres undefined)	0	5	0	5	-2	2	-1	-7	4
48	O=C(CC1C(=O)NCCN1C(=O)Nc1ccccc1)Nc1cccc(Cl)c1 (centres undefined)	-17	0	-5	3	-4	-4	-2	-10	-6
49	Cc1ccc(-c2nnn(CC(=O)Nc3ccccc3N3CCOCC3)n2)cc1	5	1	5	1	-1	-2	6	0	-6
50	CC(C)Cn1c2nc3ccccc3nc2c2c(=O)n(CCN3CCOCC3)cnc21	-2	-3	6	-5	-1	2	-2	3	-7
51	C[N+]1(CCNC(=O)/C=N/O)CCCCC1	0	-3	4	3	-2	1	7	0	-1
52	N#Cc1cc2c([nH]c1=S)CCCCCC2	-2	11	2	5	0	-3	-1	-3	4
53	CC(C)c1nnc(SCC(=O)Nc2ccc3c(c2)OCO3)n1C	-2	5	7	12	-2	-4	13	1	-2
54	CC(C)n1cnc2cc(NCc3ccccc3O)ccc21	-3	9	2	3	1	-1	0	-1	8
55	Cc1ccc2nc(SCC(=O)c3c(C)[nH]c4ccccc34)[nH]c2c1	-9	-3	-11	-4	-15	-2	-10	-11	-17
56	O=C(c1ccco1)N1CCN(C(=O)c2cc(-c3ccncc3)nc3ccc(Br)cc23)CC1	-1	2	-1	3	-2	2	4	-5	6
57	Cc1ccc(S(=O)(=O)N2CCN(C(=O)CNC(=O)c3ccc(Cl)cc3)CC2)cc1	·	-1	5	9	·	-1	21	·	·
58	CCn1ncc(C2=NOC(C(=O)Nc3cc(OC)c(Cl)cc3OC)C2)c1C (centres undefined)	2	1	3	5	0	0	-7	5	1
59	NC(=O)C1CCN(C(=O)CCc2nc3sc4c(c3c(=O)[nH]2)CCCC4)CC1	-9	-1	18	7	-2	-1	7	3	15
60	COC(CNC(=O)c1ccc2c(c1)nc(C)n2-c1cc(C)cc(C)c1)OC	-1	3	0	-2	2	-2	1	2	4

The list goes on:
no.	Structure	PME-1 primary	PAFAH1B2 FP inh	pPAFAH FP inh	PAFAH1B3 inh	LYPLA1 counter	PAD4 inh	PAFAH2 FP inh	Fam108B inh	GSTO1 inh
61	CN(/N=C/c1ccncc1)c1cnn(-c2ccc(F)c(Cl)c2)c(=O)c1Cl	-2	5	3	12	2	3	1	-2	-3
62	Cc1ccc(S(=O)(=O)Nc2ccc(O)c(Sc3ncn[nH]3)c2)cc1	3	8	0	9	1	-5	8	-3	14
63	COc1ccccc1C(=O)O[C@H]1[C@H](Cc2ccccc2)NS(=O)(=O)[C@H]2C[C@@H]3C=C[C@]12O3	-11	-3	-9	-3	-3	-3	-13	·	·
64	CN(C)S(=O)(=O)c1ccc(C(=O)Nc2ccccn2)cc1	1	3	1	6	0	6	3	0	7
65	COC(=O)c1cc(S(=O)(=O)NCC2CCN(CCc3cccs3)CC2)cn1C	-3	1	5	6	1	-3	12	0	7
66	COc1ccccc1NC(=O)CCc1c(C)nc2c(-c3ccc(F)cc3)c(C)nn2c1C	-2	0	5	7	2	3	-1	2	3
67	Cc1ccccc1N(C(=O)c1snc(C(N)=O)c1N)C(C(=O)NCc1ccccc1)c1ccc(O)cc1 (centres undefined)	-13	-1	-1	-5	-12	1	-25	-12	-9
68	Cc1cc(C)c2c(NC(=O)C3CC3)nn(C)c2n1	10	-1	2	6	-2	3	-2	-3	1
69	COc1ccc(NC2CCCN(C(=O)c3cccc(C(F)(F)F)c3)C2)cc1OC (centres undefined)	2	6	-1	5	-3	-5	-5	-4	1
70	Cc1nn(-c2ccccc2)c(C)c1NC(=O)COC(=O)CCOc1ccccc1	-5	-1	20	7	-7	1	5	1	3
71	NC(=O)C1CCN(C(c2ccccc2F)c2nnnn2Cc2ccco2)CC1 (centres undefined)	-10	5	-2	-2	-2	1	9	0	11
72	COc1ccc(-c2nnc(NC(=O)Cc3ccccc3)o2)cc1	3	-1	-1	12	-4	1	0	0	1
73	COc1ccc(NC(C)=O)cc1NC(=O)CN1CCN(CC(=O)Nc2ccccc2Cl)CC1	0	4	7	3	-1	-5	0	-1	-1
74	COc1ccc(C2CC(c3ccc(F)cc3)Nc3nc(N)nn32)cc1OC (centres undefined)	6	3	4	8	-2	-2	3	0	4
75	CCn1c(CN(C)c2ccccc2)nc2ccccc21	-1	1	1	2	-1	-2	-6	2	1
76	COc1ccc(C2c3ccc4ccccc4c3Oc3ncn(CCN4CCOCC4)c(=N)c32)cc1 (centres undefined)	2	1	-2	1	-13	-3	4	2	-9
77	N#Cc1ccc(/C=C/C(=O)c2ccco2)cc1	4	1	4	-4	0	-2	2	2	-9
78	COc1cc(CN2CCNC(=O)C2CC(=O)N(C)CCC2CCOCC2)cc(OC)c1 (centres undefined)	-2	-3	4	4	-2	-6	-4	3	-2
79	Clc1ccc(-c2cn(-c3ccccc3)c3[n+]2CCS3)cc1	-5	-3	4	5	0	-3	3	-2	-5

High-throughput results (PubChem)
